# Assay outcomes (PubChem BioAssay)
# ALOX12 inh: ALOX12 (human) lipoxygenase inhibition; P18054; purified 12hLO, xylenol orange hydroperoxide absorbance; Potency, µM (doses to about 108 µM), for inactives: top-dose activity change, negative = inhibition, hits mostly inhibitors; 580,000 tested, 1.1% active; active = well fitted inhibition curve with a large enough effect; inconclusive = small, poorly fitted or top-dose-only effect, or another doubt; inactive = no such curve, though single readings can be large or run the other way; note: potency is the fitted concentration of half-maximal effect
# Target sequence (P18054 whole entry, looked up): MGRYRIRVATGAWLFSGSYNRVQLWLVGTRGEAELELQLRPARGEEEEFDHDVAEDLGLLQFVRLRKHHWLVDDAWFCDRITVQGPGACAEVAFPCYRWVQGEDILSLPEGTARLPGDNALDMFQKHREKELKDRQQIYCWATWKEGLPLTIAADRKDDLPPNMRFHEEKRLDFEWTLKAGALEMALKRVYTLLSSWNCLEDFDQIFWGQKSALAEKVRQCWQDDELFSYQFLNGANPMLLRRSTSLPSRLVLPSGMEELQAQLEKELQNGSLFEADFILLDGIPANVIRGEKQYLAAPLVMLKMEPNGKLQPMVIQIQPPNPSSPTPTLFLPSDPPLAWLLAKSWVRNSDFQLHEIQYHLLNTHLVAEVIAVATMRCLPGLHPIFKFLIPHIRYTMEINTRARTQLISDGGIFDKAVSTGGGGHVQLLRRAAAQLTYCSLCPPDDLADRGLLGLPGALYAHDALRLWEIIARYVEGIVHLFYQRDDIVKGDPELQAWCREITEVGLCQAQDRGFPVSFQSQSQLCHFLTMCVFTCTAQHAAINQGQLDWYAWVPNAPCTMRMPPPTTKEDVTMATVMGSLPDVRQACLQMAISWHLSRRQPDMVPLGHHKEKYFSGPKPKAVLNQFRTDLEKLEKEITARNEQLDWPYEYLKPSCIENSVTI
#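 Purified human 12hLO (150 nM final) in 25 mM Hepes, 0.01% Triton X-100, pH 7.0 was preincubated 15 min at room temperature with compound. Then 40 uM arachidonic acid was added, 30 min. Hydroperoxide was read by Fe-XO absorbance ratio 573/405 nm.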
# LDHA block: blocks human lactate dehydrogenase A; P00338; purified LDHA, NADH/diaphorase-resazurin fluorescence; stronger effect = lower value; activity change, % (values are at about 110 or 230 µM); 480,000 tested, 0.15% active; in the data active = activity change below about -30%; inconclusive = mostly about -25% to -30%;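 note: plate controls were DMSO wells for no effect and wells without enzyme for full effect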
#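 Remaining NADH was detected by diaphorase (0.133 mg/mL) converting 37 µM resazurin to fluorescent resorufin, read at 0 and 20 minutes. The preceding 5-minute room-temperature reaction used 2 nM LDHA, 0.2 mM sodium pyruvate and 0.06 mM NADH at pH 7.4.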
# * hit, by the source's call; ? = inconclusive; [ ] = another dose, or the depositor's remark. Unless noted, % is set by controls: 0 for no effect and ±100 for the full control effect.
# Start of the listing, in advance:
SMILES,ALOX12 inh,LDHA block
CC(Sc1nc(Cl)nc2nc[nH]c12)C(=O)NCCc1c[nH]c2ccc(Cl)cc12 (stereo unspecified),-26%,-4
CC(C)(C)NC(=O)C(c1ccnc2ccccc12)n1c(=O)c(-c2cc3ccccc3[nH]2)nc2ccccc21 (stereo unspecified),?,4
CN(CC(=O)Nc1cccc(C(F)(F)F)c1)C1CCc2ccccc21 (stereo unspecified),-44%,12

# This part in full, from the first entry:
SMILES,ALOX12 inh,LDHA block
CC(Sc1nc(Cl)nc2nc[nH]c12)C(=O)NCCc1c[nH]c2ccc(Cl)cc12 (stereo unspecified),-26%,-4
CC(C)(C)NC(=O)C(c1ccnc2ccccc12)n1c(=O)c(-c2cc3ccccc3[nH]2)nc2ccccc21 (stereo unspecified),?,4
CN(CC(=O)Nc1cccc(C(F)(F)F)c1)C1CCc2ccccc21 (stereo unspecified),-44%,12
Cc1ccc(C(C)C)c(OC(=O)c2ccc(-c3ccccc3)cc2)c1,28%,4
CCOc1ccc2c(=O)c(Oc3ccccc3OC)c(C)oc2c1,13%,14
Cc1ccc(OCC(=O)NC2=NCCS2)cc1C,-2%,-3
O=C(COC(=O)CC12CC3CC(CC(C3)C1)C2)Nc1ccc([N+](=O)[O-])cc1C(F)(F)F,?,-1
CCOC(=O)c1cnc2ccccc2c1N(C)CC(=O)N(C)C,5%,-5
O=S(Cc1cccc(C(F)(F)F)c1)Cc1ccccc1F (stereo unspecified),-15%,3
O=C(C(Sc1nc2cc(S(=O)(=O)N3CCCCC3)ccc2o1)c1ccccc1)N1CCCC1 (stereo unspecified),-26%,-14
FC(F)(F)c1cccc(CSc2ncnc3ccccc23)c1,-3%,-1
CCCn1c(SCc2cc(=O)oc3c(C)c(C)ccc23)n[nH]c1=O,?,-6
O=C(Nc1ccc2oc(-c3cccnc3)nc2c1)c1ccccc1Cl,5%,1
O=C(O)/C=C/c1cccc([N+](=O)[O-])c1,-14%,-7
COC(=O)[C@]12CCCCC=C1N(Cc1ccc(Cl)cc1Cl)C(=O)[C@H](CC(=O)N1CCCCC1)C2,0%,2
C=CCn1c(SC)nc2c1c(=O)[nH]c(=O)n2C,?,-2
COC(=O)C1C(=O)CC(C)(O)C(C(=O)OC)C1c1ccc(Br)cc1 (stereo unspecified),-48%,2
CN(Cc1ccccc1)C(=O)c1cc2ccccc2oc1=O,20%,2
O=C1/C(=C/c2ccccc2F)Cc2ccccc21,?,-1
O=C(Nc1ccc(F)c(C(F)(F)F)c1)c1ccccc1-c1ccccc1,-60%,9
Cc1nc2nc(SCC(=O)c3ccc4ccccc4c3)[nH]c2cc1Br,2%,3
N/C(COc1ccccc1Cl)=N\O,40%,-21
Cc1cc2nc(CSc3nc4ccc(NC(=O)C5CCCCC5)cc4s3)cc(=O)n2o1,15%,6
Cc1ccc(Cl)cc1NC(=O)CSc1nc2ccccc2c(=O)n1CCn1cc(Cl)cn1,6%,-3
O=C(Nc1ccccc1F)Nc1ncc(Cl)cc1Cl,-1%,1

# Continuation.
SMILES,ALOX12 inh,LDHA block
COc1ccc(-n2ccc(=O)c(C(=O)Nc3cc(OC)ccc3OC)n2)cc1,-55%,-2
CCc1ccc(-c2cc(C(F)F)n3nc(C)c(Br)c3n2)cc1,22%,4
O=C(CCC(=O)c1ccc2c(c1)CCCC2)OCc1ccccc1[N+](=O)[O-],35%[activator],4
O=C(COC(=O)c1cc(=O)[nH]c2ccccc12)c1cccc2ccccc12,-53%,-9
O=C(O)c1ccc2n[nH]nc2c1,?,13
Brc1cccc(-c2nc(-c3ccccn3)no2)c1,19%,1
Nn1c(SCc2ncc(-c3ccccc3)o2)nnc1-c1ccc(Cl)cc1,?,-5
CCOc1ccc(-n2nnnc2CNC(=O)Nc2ccc(C)c(C)c2)cc1,-6%,0
CCCn1nnc(NCc2cccc(Cl)c2Cl)n1,3%,-1
CC(C)Cn1nc(C(=O)Nc2ccccc2Cl)c2ccccc2c1=O,-18%,13
CCCSc1nnc(-c2nn(Cc3ccccc3)c(=O)c3ccccc23)o1,4%,4
COc1ccc(C2CC(=O)NC(SCC(=O)Nc3cc(Cl)cc(Cl)c3)=C2C#N)cc1OC (stereo unspecified),2%,-10
COC(=O)CCn1c(SC(C)C(=O)c2ccc(F)cc2)nc2ccccc2c1=O (stereo unspecified),-20%,-2
Cc1cc(CN(Cc2cc(C)c(O)c(C)c2)C2CCCCC2)cc(C)c1O,?,4
Cc1ccc(-c2c(C)nn3c2NC(=O)CCC3=O)cc1S(=O)(=O)NCCc1ccc(Cl)cc1,11%,3
Cc1ccc(S(=O)(=O)[C@H]2CS(=O)(=O)C[C@@H]2N2CCN(c3cccc(Cl)c3)CC2)cc1,-19%,-1
CCOc1ccc(-c2nc(CNC(=O)Nc3ccccc3OCC)c(C)o2)cc1,?,-4
Cn1nc(C(=O)Nc2ccc(Oc3ccccc3)cc2)c2ccccc2c1=O,0%,3
Cn1c(=O)c2c(ncn2Cc2cccc3ccccc23)n(C)c1=O,-46%,-2
C=CCNC(=O)c1ccccc1NC(=O)C1CCC1,22%,-2
CC(=O)N(C)c1ccc(NC(=O)Cn2c(C)cc3ccccc32)cc1,8%,-2
Cc1cc(C)c(C#N)c(Sc2ccc3c(c2)OCCCO3)n1,-72%,-2
CS(=O)(=O)c1ccc(Cl)c(NC(=O)CCCc2cccs2)c1,?,0
CCC(Sc1nc2nccnc2c(=O)n1Cc1ccccc1Cl)C(=O)Nc1cccc(OC)c1 (stereo unspecified),-9%,16
O=C(Nc1ccc2oc(-c3ccncc3)nc2c1)c1cccc(Cl)c1,5%,-16

# The results go on.
SMILES,ALOX12 inh,LDHA block
Cc1ccc(-n2nnnc2C2(Nc3ccccc3)CCCCC2)cc1,-2%,4
Cc1ccc(S(C)(=O)=O)cc1C(=O)N1CCCC(c2nc3ccccc3[nH]2)C1 (stereo unspecified),-10%,-12
COC(=O)C1=C(N)OC2=C(C(=O)CCC2)C1c1ccccc1Cl (stereo unspecified),5%,-4
CC(NC(=O)c1ccc(Cl)cc1)C12CC3CC(CC(C3)C1)C2 (stereo unspecified),3%,2
CC(C)C(NC(=O)Cn1cnc2c1c(=O)n(C)c(=O)n2C)c1ccccc1 (stereo unspecified),-4%,-3
COc1ccc(S(=O)(=O)N2CCCCC2)cc1NC(=O)Cc1nn(C)c(=O)c2ccccc12,3%,-11
O=C(Nc1ccccc1F)C1Sc2nnc(-c3ccccc3)n2NC12CCCCC2 (stereo unspecified),?,14
Cc1cc(C)c(C(N)=O)c(NCc2ccc(Cl)cc2)n1,0%,4
O=C(CSCC(O)c1ccccc1)c1c[nH]c2ccccc12 (stereo unspecified),?,1
O=C(NC(=O)c1ccccc1)Nc1cccc(Cl)c1,11%,1
N#Cc1nc(COc2ccc(Cl)cc2Cl)oc1NCc1ccco1,-8%,-2
CCOc1ccc(CNC(=O)C2CCN(c3nc4ccccc4o3)CC2)cc1,-11%,4
Cc1ccc(C)c(N2N=C(C(=O)Nc3ccc(S(=O)(=O)N4CCCCC4)cc3)CCC2=O)c1,?,-11
CCOC(=O)C1=C(CNc2ccc(C)cc2)NC(=O)NC1c1ccccc1 (stereo unspecified),-5%,-6
CCC(CC)NC(=O)c1ccc(C(C)(C)C)cc1,-8%,10
CC(Cc1ccc(Br)cc1)NC(=O)C1CCCC1 (stereo unspecified),?,7
CCn1c(=O)c(-c2noc(C(=O)N3CCC(c4ccccc4)C3)n2)nn(-c2ccc(F)cc2)c1=O (stereo unspecified),2%,-1
COc1ccc(Nc2nnc(-c3cc4cccc(OC)c4oc3=O)s2)cc1,-4%,-10
CN(Cc1ccco1)C(=O)CCc1ncc(-c2c(F)cccc2F)o1,14%,-20
COc1ccc(NC(=O)c2nn(C)c(=O)c3ccccc23)cc1S(=O)(=O)N(C)C,15%,5
N#C/C(=C\c1cn(CC(=O)NCc2ccco2)c2ccccc12)C(=O)N1CCCC1,?,-2
NC(=O)c1cccc(NC(=O)c2cccc3ncccc23)c1,-11%,5
C#CCN(C(=O)Cn1c(=O)c2c(ncn2C)n(C)c1=O)C1CCCCC1,3%,3
O=C(NNC(=O)C1CCCc2ccccc21)c1ccccc1Br (stereo unspecified),30%,-6
CC(C)N(CCNC(=O)c1ccc2ccccc2n1)C(C)C,15%,-3

# Quoted at random: four records from the list
SMILES,ALOX12 inh,LDHA block
O=C(O)/C=C/c1cccc([N+](=O)[O-])c1,-14%,-7
CCOc1ccc(CNC(=O)C2CCN(c3nc4ccccc4o3)CC2)cc1,-11%,4
CC(C)Cn1nc(C(=O)Nc2ccccc2Cl)c2ccccc2c1=O,-18%,13
C=CCn1c(SC)nc2c1c(=O)[nH]c(=O)n2C,?,-2

# Following part
SMILES,ALOX12 inh,LDHA block
O=C(c1ccc(Cl)cc1Cl)N1CCC(c2nc3ccccc3o2)CC1,24%,6
CCOC(=O)[C@]12CCCC=C1N(CCC1=CCCCC1)C(=O)[C@H](CC(=O)NCC1CCCCC1)C2,-26%,-2
COc1ccc(-c2c(C)c3c(n2C)C(c2ccccc2)Oc2ccccc2-3)cc1 (stereo unspecified),?,-23
Cc1ccc(/C=C(/C#N)C(=O)Nc2cccc3ncccc23)cc1,?,?
CC(C)C(=O)N(C)C(c1ccccc1)c1c[nH]c2ccccc12 (stereo unspecified),-24%,8
Cc1cccc(C(=O)NC(C)C2CCCO2)c1 (stereo unspecified),1%,5
CC1CCCN(CC2CCCCCN2)C1 (stereo unspecified),?,3
CC(C)(O)C#Cc1ccc(C(=O)NCc2ccccc2)cc1,-24%,2
CCCC(C)C(=O)OCC(=O)C12CC3CC(CC(C3)C1)C2 (stereo unspecified),11%,6
O=C(NCc1ccccc1)C1CCCN(c2ncnc3nc[nH]c23)C1 (stereo unspecified),-39%,1
CCc1cccc(C)c1Nc1c(-c2ccccc2)nc2cnccn12,-6%,18
CCNc1sc(C(C)=O)c(N)c1C#N,3.2µM*,-35*
CCNC(=O)NCC12CC3CC(CC(C3)C1)C2,-1%,4
Cc1cc2ccccc2n1CC(=O)NCC1CCC(C(=O)O)CC1 (stereo unspecified),-12%,-13
CCOc1ccccc1C(=O)Nc1ccc2oc(=O)ccc2c1,4%,1
CCOC(=O)C1=C(CNCc2ccccc2Cl)NC(=O)NC1c1cc(C)ccc1C (stereo unspecified),9%,-8
COC(=O)c1cccc(S(=O)(=O)NCc2ccc(N3CCCC3)nc2)c1,?,-3
O=C(NC1CCCCC1)C1c2ccccc2OCC(=O)N1CC(F)(F)F (stereo unspecified),-29%,-1
COC(=O)C1=C(C(=O)OC)SC2(S1)C(c1ccccc1)=CSC(C(=O)OC)=C2C(=O)OC,-24%,-23
COCCN(CCOC)Cc1cccc2ccccc12,3%,-6
O=C(COc1ccc2c(=O)c(-c3ccc(Cl)cc3)coc2c1)Nc1ccc2c(c1)OCCO2,-28%,-3
CC1(C(=O)NCc2ccccc2)CSCC(=O)N1CC(F)(F)F (stereo unspecified),16%,-1
Cc1cc(C)c(/C=C/c2ccc3ccccc3n2)c(C)c1,?,10
CCCCn1nc(C(=O)NCc2ccc(C(=O)O)cc2)c2ccccc2c1=O,-9%,-13
CC1=C(C(=O)OC(C)(C)C)C(c2ccc(Cl)cc2Cl)C(C#N)=C(N)O1 (stereo unspecified),?,13

# Reformatted with tabs: six of the compounds above
Compound	ALOX12 inh	LDHA block
CC(C)(O)C#Cc1ccc(C(=O)NCc2ccccc2)cc1	-24%	2
CS(=O)(=O)c1ccc(Cl)c(NC(=O)CCCc2cccs2)c1	?	0
CC(C)Cn1nc(C(=O)Nc2ccccc2Cl)c2ccccc2c1=O	-18%	13
O=C(O)/C=C/c1cccc([N+](=O)[O-])c1	-14%	-7
CCc1cccc(C)c1Nc1c(-c2ccccc2)nc2cnccn12	-6%	18
Cc1ccc(-c2c(C)nn3c2NC(=O)CCC3=O)cc1S(=O)(=O)NCCc1ccc(Cl)cc1	11%	3

# (continued)
SMILES,ALOX12 inh,LDHA block
CC(=O)Nc1ccc(S(=O)(=O)NCC(=O)O)cc1,?,-20
COC(=O)[C@]12CCCCC=C1N(Cc1ccc(Cl)cc1Cl)C(=O)[C@H](CC(=O)NCCc1ccccc1OC)C2,0%,-2
COc1ccc(NC(=O)C2CCCCC2)c2ccccc12,-30%,35
N#CCOc1ccc(NC(=O)c2ccc3ccccc3n2)cc1,1%,-21
O=C(O)c1ccc(-c2ccccc2)cc1,-29%,4
COc1ccccc1NC(=O)CC1C(=O)Nc2ccccc2N1C(=O)c1ccc(C)cc1 (stereo unspecified),?,2
COc1ccc2c(=O)c(Oc3ccccc3Br)c(C)oc2c1,?,0
Cc1onc(-c2ccccc2)c1-c1nnc(CN2CCN(CC(=O)N3CCCCCC3)CC2)o1,?,4

# LDHA block: hit marks shown above
SMILES,ALOX12 inh,LDHA block
CCNc1sc(C(C)=O)c(N)c1C#N,3.2µM*,-35*

# This is a subset, so the mix of outcomes need not match the whole.
